# Screening data from PubChem.
# RGS7-Gao reg = human RGS7-Galphao interaction regulation; P09471; Multiplexed bead flow cytometry, RGS7-Galphao binding; actives lie on both sides; binding response (% of control), % at 10 µM; 220,000 tested, 0.35% active; AID 1439; in the data active = binding response below about 49% or above about 150%; inconclusive = no clear call, values can overlap the other calls; inactive = in between;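 also: fluorescent Galphao held in activated GDP-AlF4 state binding bead-coupled RGS7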
# Target sequence (P09471 whole entry, looked up): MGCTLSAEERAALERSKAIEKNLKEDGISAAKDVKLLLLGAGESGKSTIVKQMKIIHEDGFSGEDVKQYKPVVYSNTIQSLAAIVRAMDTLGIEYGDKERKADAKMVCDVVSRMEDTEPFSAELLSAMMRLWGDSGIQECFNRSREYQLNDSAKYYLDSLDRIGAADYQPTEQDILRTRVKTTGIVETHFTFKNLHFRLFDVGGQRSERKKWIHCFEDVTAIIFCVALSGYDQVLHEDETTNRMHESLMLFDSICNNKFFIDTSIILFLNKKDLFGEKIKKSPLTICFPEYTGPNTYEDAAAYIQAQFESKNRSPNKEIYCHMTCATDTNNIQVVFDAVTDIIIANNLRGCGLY
# Mcl1 Noxa PPI = Mcl-1/Noxa interaction inhibition. 220,000 tested, 1.5% active. inhibition, % at 21.7 µM. AID 1022. TR-FRET Mcl-1/Noxa peptide binding, 2 h;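 active = compounds that cut the protein-peptide binding signal by more than 50% relative to plate controls in a single-dose test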;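 also: His-tagged Mcl-1 with rhodamine Noxa BH3 peptide and terbium anti-His antibody; 0% = Mcl-1 plus Noxa peptide wells and 100% = peptide-only wells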
# RGS8-Gao = human RGS8-Galphao interaction regulation. P09471. multiplexed bead flow cytometry, RGS8-Galphao binding; actives lie on both sides. AID 1423. response (percent of control binding), % at 10 µM. 220,000 tested, 0.34% active; in the data active = response below about 60% or above about 140%; inactive = in between;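 also: Galphao activated as the GDP aluminium fluoride complex binding bead-coupled RGS8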
# Bcl-W Bim block = inhibitors of Bim-Bcl-W interaction, human; Q92843; bead-based flow cytometry, Bim peptide-Bcl-W binding; inhibition, % at 10 µM; AID 952; 190,000 tested, 0.02% active;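 also: 0% = bound tracer without compound and 100% = peptide blocker; higher means less fluorescent Bim peptide bound to Bcl-W beads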
# Target sequence (Q92843 whole entry, looked up): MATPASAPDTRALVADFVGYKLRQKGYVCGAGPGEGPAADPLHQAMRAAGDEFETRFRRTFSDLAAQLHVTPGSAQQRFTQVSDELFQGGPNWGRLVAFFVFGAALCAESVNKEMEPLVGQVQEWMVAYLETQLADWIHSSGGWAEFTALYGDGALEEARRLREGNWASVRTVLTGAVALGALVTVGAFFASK
# Bfl-1 Bim block = inhibitors of Bim-Bfl-1 interaction, human; AID 1008; inhibition, % at 10 µM; 190,000 tested, 0.12% active; Q16548; Bead-based flow cytometry, Bim-Bfl-1 binding inhibition;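 also: 0% = wells without compound plus tracer and 100% = blocker peptide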
# Bim-Mcl-1 = human Bim-Mcl-1 interaction inhibition. Q07820. Bead-based flow cytometry, Bim peptide-Mcl-1 binding. inhibition, % at 10 µM. 190,000 tested, 0.1% active. AID 1009;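 also: 0% = no compound tracer wells and 100% = peptide blocker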
# Mcl1 Bid PPI = Mcl-1/Bid interaction inhibition. AID 1021. inhibition, % at 21.7 µM. 220,000 tested, 0.97% active. TR-FRET Mcl-1/Bid-Dy647 peptide binding, 1536-well;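 active = compounds that cut the binding signal by more than half at the single screening dose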;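 also: His-tagged Mcl-1 with europium anti-His antibody binding Bid BH3 peptide; 0% = Mcl-1 plus peptide wells and 100% = peptide-only wells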
# Bcl-B Bim block = disrupts Bim peptide binding to human Bcl-B. bead-based flow cytometry. 190,000 tested, 0.073% active. Q9HD36. inhibition, % at 10 µM;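 also: 0% = tracer peptide without compound and 100% = reference inhibitor peptide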
# Target sequence (Q9HD36 whole entry, looked up): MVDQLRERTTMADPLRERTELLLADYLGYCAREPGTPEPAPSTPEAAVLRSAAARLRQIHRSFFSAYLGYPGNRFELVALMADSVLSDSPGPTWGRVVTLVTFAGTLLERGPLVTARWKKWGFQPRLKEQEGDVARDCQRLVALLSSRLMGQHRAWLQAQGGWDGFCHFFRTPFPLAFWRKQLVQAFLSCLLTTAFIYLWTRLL
# Bcl-2 Bim block = inhibitors of Bim-Bcl-2 interaction, human | inhibition, % at 10 µM | AID 950 | 190,000 tested, 0.06% active | Bead-based flow cytometry, Bim peptide-Bcl-2 binding; in the data active = inhibition above about 40%; inconclusive = no clear call, values can overlap the other calls;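 also: 0% = no compound wells with probe peptide and 100% = reference peptide inhibitor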
# Target sequence (P10415 whole entry, looked up): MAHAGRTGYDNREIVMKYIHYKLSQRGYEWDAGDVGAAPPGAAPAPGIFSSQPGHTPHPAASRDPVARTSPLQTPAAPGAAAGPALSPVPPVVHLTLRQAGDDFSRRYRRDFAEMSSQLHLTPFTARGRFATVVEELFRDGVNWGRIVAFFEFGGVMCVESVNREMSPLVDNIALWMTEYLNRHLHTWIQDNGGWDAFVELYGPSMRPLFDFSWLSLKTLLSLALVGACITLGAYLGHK
# Bcl-XL Bim block = inhibitors of Bim-Bcl-XL interaction, human. Q07817. Bim peptide-Bcl-XL binding, bead flow cytometry, fluorescence. inhibition, % at 10 µM. 190,000 tested, 0.04% active. AID 1007
# RGS4-Gao reg = human RGS4-Galphao interaction regulation; 220,000 tested, 0.33% active; binding response (% of control), % at 10 µM; Multiplexed bead flow cytometry, RGS4-Galphao binding; actives lie on both sides; AID 1415; P09471; in the data active = binding response below about 49% or above about 150%; inactive = in between;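 also: fluorescent Galphao activated with aluminum fluoride binding bead-coupled RGS4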
# Active calls of the source: *; ? = inconclusive; · = no result given. Rule as the data show it, unless noted: active = inhibition above about 40%. Not a hit list; about 2.7% have a hit in one of these screens.
SMILES,RGS7-Gao reg,Mcl1 Noxa PPI,RGS8-Gao,Bcl-W Bim block,Bfl-1 Bim block,Bim-Mcl-1,Mcl1 Bid PPI,Bcl-B Bim block,Bcl-2 Bim block,Bcl-XL Bim block,RGS4-Gao reg
Cc1ccc2[nH]cc(CCNC(=O)/C=C/c3ccco3)c2c1,?,9,104,·,·,·,-33,·,·,·,100
COc1ccc(S(=O)(=O)Nc2nc3ccccc3s2)cc1,99,12,98,-2,-4,0,8,-1,-5,-1,100
NNc1nnnc2c1sc1nc(N3CCOCC3)c3c(c12)CCCC3,?,24,95,·,·,·,-19,·,·,·,95
COCCNC(=S)N1CCC(NC(=O)Nc2ccc(C)cc2)CC1,98,-3,100,0,-4,3,-35,-2,1,0,100
O=C(Nc1ccc2ncccc2c1)c1cc(Cl)ccc1Cl,97,25,97,-3,-6,0,-6,-5,-2,-3,101
CC(C)NC(=O)c1ccccc1NC(=O)CS(=O)(=O)Cc1ccccc1,104,-6,104,0,-12,-66,-13,-28,-18,-2,112
CCOc1ccc(NC(=O)CC2C(=O)N(c3ccccc3)C(=S)N2Cc2ccccn2)cc1 (configuration not stated),96,8,96,-1,-1,-1,-12,0,0,-1,93
Cc1ccc(O)c(C(=O)c2cc(C(=O)NCCc3ccccc3)c(=O)n(CCc3ccccc3)c2)c1,99,6,102,-3,-13,-1,-25,-8,-8,-3,102
CCCCC(=O)Nc1ccc(Br)cn1,100,3,99,0,-3,0,4,-2,-4,-1,98
CN(CC(=O)Nc1cccc(F)c1)CC(=O)Nc1cccc(S(N)(=O)=O)c1,?,-6,103,·,·,·,-25,·,·,·,103
CC(C)C(=O)Nc1ccc2oc(=O)ccc2c1,98,-12,100,-4,-9,0,-21,-6,-2,-5,96
CCOc1ccc(C(=O)NC(=S)Nc2cccc(S(=O)(=O)NC3=NCCC3)c2)cc1,99,-2,102,-1,-8,1,-44,-2,-3,0,100
CCC(CC)NC(=O)c1cc([N+](=O)[O-])ccc1N1CCOCC1,101,18,103,-7,-6,-5,5,-8,-7,-8,99
O=C(O)c1cccc(N/N=C/C2=C(Cl)c3cc(Cl)ccc3SC2)c1,?,103*,100,0,5,4,89*,1,0,-2,100
COc1cc(C(=O)Nc2cccc(C(C)=O)c2)cc(OC)c1OC,97,1,102,0,-8,-3,-38,0,-2,-3,100
CCc1cc2cccc(C)c2nc1SCC(=O)Nc1nonc1C,105,-7,105,-2,-5,-1,-25,-1,0,-4,105
Fc1ccc(C(CNC(=S)NC2CCCCC2)N2CCOCC2)cc1 (configuration not stated),92,-5,96,0,0,1,-32,-2,2,-2,92
O=C(O)c1ccc2ncsc2c1,?,56*,102,·,·,·,92*,·,·,·,106
COc1ccc(C2/C(=C(\O)c3cccc(OC)c3)C(=O)C(=O)N2c2ccccn2)cc1 (configuration not stated),100,-1,99,1,-4,1,-96,1,3,0,96
O=S(=O)(Cc1ccccc1Cl)NCCc1ccccc1,105,14,101,-3,-7,-1,5,-1,-4,-4,106
COc1ccc(NC(=O)CSc2nnc(C3CC3)n2N)cc1,99,8,96,-1,-3,1,-16,1,-3,-3,101
CN1CCC(OC(=O)Cc2ccc(Cl)cc2)CC1,103,21,94,0,0,-4,-7,0,-2,-1,102
Cc1csc(-c2cnn(-c3ccccc3)c2NC(=O)c2ccc(C(F)(F)F)cc2)n1,103,16,103,0,-13,0,-4,-4,-7,-8,108
C=C1C(=O)[C@@]23[C@H](O)C[C@@H]4C(C)(C)CC[C@H](O)[C@]4(C)[C@@H]2C[C@H](O)[C@@H]1[C@H]3O,94,41,77,-1,-3,-2,80*,-1,0,-2,87
O=C(O)c1csc(-c2cccc(Cl)c2)n1,?,-5,99,·,·,·,-19,·,·,·,100
Brc1ccc(N=C(c2ccccc2)c2ccncc2)cc1,100,-4,97,-4,-3,-5,-27,-5,-4,-8,101
O=S(=O)(NCc1ccccc1)NCc1ccccc1F,91,-12,98,-3,-7,1,-10,-2,-3,-3,98
Oc1[nH]c2ccccc2c1OCc1ccncc1,101,18,98,-1,-9,-2,1,-8,-9,-4,99
Cc1cc(=O)[nH]c2c1c(C)nn2C(C)(C)C,?,-8,102,·,·,·,-13,·,·,·,110
Cc1ccc(-n2c(C)cc(/C=N/NC(N)=S)c2C)cc1,99,15,98,-7,-6,-9,-38,-13,-2,-10,102
O=C(Cc1ccccc1)NC(NC(=S)Nc1cc(Cl)ccc1Cl)C(Cl)(Cl)Cl (configuration not stated),106,-7,105,1,2,-1,-6,3,1,3,104
Cc1ccc(NC(=O)COC(=O)c2ccccc2-c2nc3ccccc3s2)c(C)c1,101,-7,107,-1,-1,-1,-4,-2,-1,0,104
COc1ccc(C2C(C(=O)NCCN(C)C)c3cc(OC)c(OC)cc3C(=O)N2C)cc1OC (configuration not stated),94,3,101,3,-8,4,-45,-6,-4,-10,98
COc1ccc(Nc2ncccc2C(=O)O)cc1,91,29,96,1,-12,-2,15,-6,-7,-4,91
CCOC(=O)N1CCN(C(=O)c2ccc3c(=O)n(-c4cc(OC)ccc4OC)c(=S)[nH]c3c2)CC1,102,5,104,-6,0,-16,-39,-3,0,-3,103
O=S(=O)(c1ccc(Cl)cc1)N1CCN(c2ccc(N3CCOCC3)nn2)CC1,101,10,101,-4,-25,-5,-17,-12,-17,-12,104

# Taken from above (18 entries):
SMILES,RGS7-Gao reg,Mcl1 Noxa PPI,RGS8-Gao,Bcl-W Bim block,Bfl-1 Bim block,Bim-Mcl-1,Mcl1 Bid PPI,Bcl-B Bim block,Bcl-2 Bim block,Bcl-XL Bim block,RGS4-Gao reg
O=C(O)c1ccc2ncsc2c1,?,56*,102,·,·,·,92*,·,·,·,106
COc1ccc(C2/C(=C(\O)c3cccc(OC)c3)C(=O)C(=O)N2c2ccccn2)cc1 (configuration not stated),100,-1,99,1,-4,1,-96,1,3,0,96
O=S(=O)(Cc1ccccc1Cl)NCCc1ccccc1,105,14,101,-3,-7,-1,5,-1,-4,-4,106
COc1ccc(NC(=O)CSc2nnc(C3CC3)n2N)cc1,99,8,96,-1,-3,1,-16,1,-3,-3,101
CN1CCC(OC(=O)Cc2ccc(Cl)cc2)CC1,103,21,94,0,0,-4,-7,0,-2,-1,102
Cc1csc(-c2cnn(-c3ccccc3)c2NC(=O)c2ccc(C(F)(F)F)cc2)n1,103,16,103,0,-13,0,-4,-4,-7,-8,108
C=C1C(=O)[C@@]23[C@H](O)C[C@@H]4C(C)(C)CC[C@H](O)[C@]4(C)[C@@H]2C[C@H](O)[C@@H]1[C@H]3O,94,41,77,-1,-3,-2,80*,-1,0,-2,87
O=C(O)c1csc(-c2cccc(Cl)c2)n1,?,-5,99,·,·,·,-19,·,·,·,100
Brc1ccc(N=C(c2ccccc2)c2ccncc2)cc1,100,-4,97,-4,-3,-5,-27,-5,-4,-8,101
O=S(=O)(NCc1ccccc1)NCc1ccccc1F,91,-12,98,-3,-7,1,-10,-2,-3,-3,98
Oc1[nH]c2ccccc2c1OCc1ccncc1,101,18,98,-1,-9,-2,1,-8,-9,-4,99
Cc1cc(=O)[nH]c2c1c(C)nn2C(C)(C)C,?,-8,102,·,·,·,-13,·,·,·,110
Cc1ccc(-n2c(C)cc(/C=N/NC(N)=S)c2C)cc1,99,15,98,-7,-6,-9,-38,-13,-2,-10,102
O=C(Cc1ccccc1)NC(NC(=S)Nc1cc(Cl)ccc1Cl)C(Cl)(Cl)Cl (configuration not stated),106,-7,105,1,2,-1,-6,3,1,3,104
Cc1ccc(NC(=O)COC(=O)c2ccccc2-c2nc3ccccc3s2)c(C)c1,101,-7,107,-1,-1,-1,-4,-2,-1,0,104
COc1ccc(C2C(C(=O)NCCN(C)C)c3cc(OC)c(OC)cc3C(=O)N2C)cc1OC (configuration not stated),94,3,101,3,-8,4,-45,-6,-4,-10,98
COc1ccc(Nc2ncccc2C(=O)O)cc1,91,29,96,1,-12,-2,15,-6,-7,-4,91
CCOC(=O)N1CCN(C(=O)c2ccc3c(=O)n(-c4cc(OC)ccc4OC)c(=S)[nH]c3c2)CC1,102,5,104,-6,0,-16,-39,-3,0,-3,103

# Next section:
SMILES,RGS7-Gao reg,Mcl1 Noxa PPI,RGS8-Gao,Bcl-W Bim block,Bfl-1 Bim block,Bim-Mcl-1,Mcl1 Bid PPI,Bcl-B Bim block,Bcl-2 Bim block,Bcl-XL Bim block,RGS4-Gao reg
COC(=O)c1cc(=O)n(Cc2ccccc2)c(=NCc2ccccc2)s1,103,5,102,-2,0,0,-4,-2,-3,0,103
CCN(CC)C(=O)C1CCN(c2ncnc3c2cnn3-c2ccc(C)cc2C)CC1,104,7,106,-2,-5,-1,-15,-5,-4,-5,105
COc1ccc(Cl)cc1Nc1nc(C)cc(=O)[nH]1,101,6,96,9,-9,3,-28,-1,-3,-5,97
CCOC(=O)CSc1nc2cc(C(=O)NCc3ccco3)ccc2c(=O)n1C1CCCCC1,100,15,103,0,-11,1,-4,-8,-5,0,102
CCOC(=O)c1cn(-c2ccccc2)nc1-c1cccnc1,100,-23,103,4,-11,-1,-4,-5,-7,4,103
COCCn1c(=O)c2c(nc3n2CCN3c2ccc(C)cc2)n(C)c1=O,97,-8,101,4,-9,3,-90,-3,-3,0,100
NC(=O)c1c(NC(=O)CSc2nc(N)cc(=O)[nH]2)sc2c1CCCC2,?,40,98,·,·,·,-14,·,·,·,89
OC1(c2ccc(F)cc2)CCN(Cc2ccccc2)C1 (configuration not stated),98,23,102,-2,-13,0,3,-6,-8,6,105
CC(C)n1c(O)c(N=NC(=O)c2ccccc2NS(=O)(=O)c2cccs2)c2ccccc21,105,16,106,-1,-8,-1,-19,-2,-4,-3,106
Cc1ccc(S(=O)(=O)NCCCCCC(=O)Nc2nccs2)cc1,97,4,92,-6,-1,-2,-17,0,-1,-6,95
Cc1nnc(NC(=O)c2ccc(S(=O)(=O)N3CCCCCC3)cc2)o1,94,-16,99,0,-13,-2,-64,-9,-9,0,97
CC(=O)Oc1ccc2c(c1)O/C(=C\c1ccncc1)C2=O,?,6,100,·,·,·,-13,·,·,·,99
CCC1CCCCN1CCCNC(=O)c1cc2c(Cl)nc3ccccc3c2s1 (configuration not stated),111,36,107,0,-3,-2,-28,-6,-5,-6,111
CCCOC(=O)Nc1ccc(S(=O)(=O)Nc2ncccn2)cc1,?,5,101,·,·,·,-68,·,·,·,103
O=C(O)/C=C/C(=O)NCCC1=CCCCC1,108,14,120,-1,1,-1,-2,0,2,0,108
